# PrPC surface inh: inhibitors of human cell surface prion protein PrPC, primary screen, cell-based, TR-FRET. inhibition, % at 13.8 µM. TR-FRET read-out. Major prion protein (Homo sapiens), P04156. hit rate 0.43% among 370,000; in the data active = inhibition above about 24%; note: 0% = median of the test wells and 100% = reference compound wells
# Rv3671c protease: Rv3671c serine protease inhibitors, primary screen, biochemical, fluorescence polarization, M. tuberculosis H37Rv | inhibition, % at 5.96 µM | hit rate 0.048% among 320,000 | AID 2606, 2010; in the data active = inhibition above about 38%;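 note: extracellular domain of Rv3671c used as enzyme; 0% = enzyme with DMSO and 100% = no enzyme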
# BoNT A protease: BoNT/A light chain protease inhibitors, primary screen, biochemical, flow cytometry, MLPCN library; Botulinum neurotoxin type A light chain protease (Clostridium botulinum A str. ATCC 3502); multiplex microsphere protease substrate cleavage; inhibition, % at 10 µM; hit rate 0.17% among 360,000; note: plate controls were buffer without enzyme for full effect and enzyme alone for no effect
# Anthrax LF inh2: Bacillus anthracis LF protease inhibitors, primary screen, biochemical, multiplex microsphere, MLPCN library; hit rate 0.12% among 360,000; inhibition, % at 10 µM; AID 588501, 2011; multiplex microsphere protease cleavage assay; note: plate controls were buffer without enzyme for full effect and enzyme alone for no effect
# Target sequence (P15917 whole entry, looked up): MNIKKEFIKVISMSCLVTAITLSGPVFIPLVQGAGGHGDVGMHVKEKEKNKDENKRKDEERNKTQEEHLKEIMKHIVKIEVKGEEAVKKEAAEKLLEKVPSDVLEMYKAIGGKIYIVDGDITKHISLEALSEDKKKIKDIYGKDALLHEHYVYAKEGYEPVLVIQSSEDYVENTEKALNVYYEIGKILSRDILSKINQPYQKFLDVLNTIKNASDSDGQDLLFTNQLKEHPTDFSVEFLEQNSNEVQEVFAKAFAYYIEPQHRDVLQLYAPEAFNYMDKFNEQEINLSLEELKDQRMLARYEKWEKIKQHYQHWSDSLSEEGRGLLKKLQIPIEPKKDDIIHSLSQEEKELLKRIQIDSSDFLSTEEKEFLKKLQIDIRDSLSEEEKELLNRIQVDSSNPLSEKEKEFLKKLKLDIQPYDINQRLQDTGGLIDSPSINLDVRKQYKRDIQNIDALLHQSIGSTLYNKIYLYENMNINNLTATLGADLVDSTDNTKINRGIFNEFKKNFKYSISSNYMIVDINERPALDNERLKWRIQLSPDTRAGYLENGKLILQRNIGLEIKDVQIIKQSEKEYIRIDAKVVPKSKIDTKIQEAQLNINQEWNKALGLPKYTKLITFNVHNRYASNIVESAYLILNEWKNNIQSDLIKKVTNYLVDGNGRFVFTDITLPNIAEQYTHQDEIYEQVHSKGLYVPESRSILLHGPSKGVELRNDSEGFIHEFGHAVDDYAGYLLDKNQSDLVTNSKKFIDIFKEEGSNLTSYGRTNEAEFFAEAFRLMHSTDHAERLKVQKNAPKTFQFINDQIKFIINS
# CCHF vOTU inh: CCHFV vOTU protease inhibitors, primary screen, biochemical, Pep-AMC substrate, fluorescence | Crimean-Congo hemorrhagic fever virus L polyprotein viral ovarian tumor (vOTU) protease … | inhibition, % at 11.5 µM | hit rate 0.55% among 370,000; in the data active = inhibition above about 30%; note: 0% = vehicle wells with enzyme and 100% = no enzyme wells
# BoNT F protease: BoNT/F light chain protease inhibitors, primary screen, biochemical, flow cytometry, MLPCN library | Multiplex microsphere protease cleavage assay | inhibition, % at 10 µM | hit rate 0.22% among 360,000; in the data active = inhibition above about 35%, passing the limit was not always enough; inconclusive = no clear call, values can overlap the other calls; note: plate controls were buffer without enzyme for full effect and enzyme alone for no effect
# PriA SSB inh: inhibitors of Klebsiella pneumoniae PriA binding to SSB C-terminal tail, primary screen, biochemical, AlphaScreen | AlphaScreen SSBct-PriA binding, biotinylated peptide | PriA–SSB C-terminal tail interaction (Klebsiella pneumoniae) | hit rate 0.6% among 430,000 | inhibition, % at 33 µM; in the data active = inhibition mostly above about 37%, no sharp cut-off; inactive = mostly below about 20%;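 note: plate controls were negative control peptide for no effect and reference peptide for full effect; strong numbers were not always called active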
# VHR inh abs: VHR1 phosphatase inhibitors, primary screen, biochemical, absorbance, uHTS. Dual specificity protein phosphatase 3 (Homo sapiens), P51452. inhibition, % at 13.3 µM. hit rate 0.52% among 290,000. AID 1654, 2009. recombinant VHR phosphatase, pNPP absorbance; in the data active = inhibition above about 50%; note: some compounds called inactive have numbers as strong as hits
# Target sequence (P51452 whole entry, looked up): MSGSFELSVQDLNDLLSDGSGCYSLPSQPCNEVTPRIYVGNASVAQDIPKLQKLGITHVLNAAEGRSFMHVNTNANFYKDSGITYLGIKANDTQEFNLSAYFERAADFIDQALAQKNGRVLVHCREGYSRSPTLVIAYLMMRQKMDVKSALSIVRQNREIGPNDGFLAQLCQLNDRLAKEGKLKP
# 3CLpro inhibitor: SARS-CoV 3CLpro protease inhibitors, primary screen, biochemical, quenched FRET. hit rate 0.14% among 290,000. recombinant SARS-CoV 3CLpro, quenched FRET peptide cleavage. inhibition, % at 6 µM. AID 1706, 2009. Replicase polyprotein 1ab (Severe acute respiratory syndrome coronavirus), P0C6X7; in the data active = inhibition above about 12%
# MazEF act: activators of E. coli MazEF toxin-antitoxin RNase, primary screen, biochemical, fluorescence, uHTS. Endoribonuclease toxin MazF (Escherichia coli (strain K12)), P0AE70. FAM/BHQ RNA-DNA oligo cleavage fluorescence, 5 h. activation, % at 20 µM. hit rate 0.32% among 350,000; in the data active = activation above about 50%
# Target sequence (P0AE70 whole entry, looked up): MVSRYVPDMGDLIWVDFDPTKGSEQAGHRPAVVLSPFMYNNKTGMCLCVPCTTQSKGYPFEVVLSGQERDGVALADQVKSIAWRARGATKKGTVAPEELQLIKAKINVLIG
# * marks the source's active call; other numbers are inactive results; u = inconclusive; x = no result given; & = joins results of further samples. Cut-off read from the data, not from the text of the source, unless noted: active = inhibition above about 30%; inconclusive = no clear call, values can overlap the other calls; inactive = below that. These rows are one share of the data (hit frequency here may not be typical).
SMILES,PrPC surface inh,Rv3671c protease,BoNT A protease,Anthrax LF inh2,CCHF vOTU inh,BoNT F protease,PriA SSB inh,VHR inh abs,3CLpro inhibitor,MazEF act
O=C(CSc1nnnn1C1CCCC1)NCc1ccccc1,-7,2,0.4,4,-9,7,-2,-2,-4,0
CC(=O)c1cccc(S(=O)(=O)NCCCN2CCOCC2)c1,-1,-2,-0.8,-3,0,1,-6,x,x,3
CCn1c2ccccc2c2cc(NC(=O)CNCC3CCCO3)ccc21 (centres undefined),13,-1,1.6,-4,-3,-11,15,22,0,4
O=C1c2ccccc2C(=O)N1CCCCN(C(=O)c1cc2ccccc2oc1=O)c1ccc(F)cc1F,-6,-3,0.3,-2,13,4,7,3,-1,-4
Cc1cc(=O)[nH]c(SCC(=O)Nc2ncc(S(=O)(=O)c3ccc([N+](=O)[O-])cc3)s2)n1,-6,-4,-0.6,-1,13,-4,1,28,-3,-14
O=Cc1cn(-c2ccccc2)nc1-c1cc2ccccc2oc1=O,2,-2,-0.1,-6,-7,4,-17,15,0,-18
Cc1ccc(S(=O)(=O)N2CCN(C(=O)CN(Cc3ccco3)Cc3cccs3)CC2)cc1,5,x,0.0,-4,3,-1,-3,x,x,3
O=C(Cn1cnc2scc(-c3ccccc3)c2c1=O)N1CCOCC1,-1,2,-1.8,-7,-7,-3,3,-3,-2,0
CCOc1ccccc1NC(=O)CSc1nc(=O)n(CCN2CCOCC2)c2c1CCCC2,1,-9,-0.9,-1,14,5,3,x,x,6
COc1ccccc1C(=O)NC(=O)CSc1nncn1C(C)C,1,2,0.8,-4,5,3,-3,x,x,-2
CCc1c(C(C)=O)oc2ccc3c(C)cc(=O)oc3c12,8,2,0.2,-5,-2,1,-7,-8,-1,-1
Cc1cc(OCc2nc(-c3cccnc3)no2)c(C)cc1Br,4,-2,-0.4,-2,-9,1,-28,6,-1,-21
CCCCn1c(N)c(N(CCOC)C(=O)C2CCN(C(=O)c3ccc(F)cc3)CC2)c(=O)[nH]c1=O,0,-6,3.4,6,0,2,-19,x,x,-3
CCCC[C@@H](CNC)NC[C@H](NCCCCC1CCCCC1)C(C)C,5,11,0.5,-1,22,-28,-6,28,-2,17
N#CC(C(O)c1ccccc1)N1CCOCC1 (centres undefined),-5,x,0.3,3,1,7,x,x,x,2
CC(C)(C)c1ccc(OCC(O)CN2CCOCC2)cc1 (centres undefined),6,7,x,x,-8,x,-4,x,x,0
CCOc1ccc(NS(=O)(=O)c2ccc(C(=O)N3CCCC3)cc2)cc1,0,10,0.0,-5,-3,0,3,x,x,4
COc1ccc(C(=O)Nc2ccnn2C2CCN(C(=O)C3CCOC3)CC2)cc1 (centres undefined),4,1,1.2,-2,-2,2,-9,40,4,4
Cc1ccc(C(=O)COc2ccccc2C(=O)Nc2ccccc2)cc1,3,-8,0.5,-1,-12,0,6,34,-1,-11
Cc1ccc(C)c(-n2ccnc2SCC(=O)O)c1,-5,10,-0.7,0,-9,-6,-3,26,-7,6
CCN(CC)P(=O)(c1nccn1C)N(CC)CC,-2,0,0.0,0,-5,-8,-7,-6,-3,4
COc1ccccc1CCCNC(=O)C1CCC(=O)N(CCc2cccc(F)c2)C1 (centres undefined),4,3,-2.8,3,-3,-6,-13,6,0,1
C#CCOCCOCCOCCNc1nc(N2CCN(C(=O)[C@H]([C@@H](C)CC)n3cc(CCCCN)nn3)CC2)nc(N2CCN(C(=O)[C@H](C)n3cc(CCC(=O)O)nn3)CC2)n1,4,7,-0.4,-13,-5,-10,-4,16,-5,10
Cc1ccc(C(c2nc3ccccc3[nH]2)n2c(-c3ccccc3)nc3ccccc32)cc1 (centres undefined),8,x,0.2,6,-8,-9,x,x,x,x
COc1ccc(S(=O)(=O)N2CCC(C(=O)N[C@H](C(=O)NCc3ccccc3)C(C)C)CC2)cc1,-7,x,0.1,-6,-12,-5,x,x,x,3

# Ordered by number of heavy atoms (high to low): part of the list above.
SMILES,PrPC surface inh,Rv3671c protease,BoNT A protease,Anthrax LF inh2,CCHF vOTU inh,BoNT F protease,PriA SSB inh,VHR inh abs,3CLpro inhibitor,MazEF act
C#CCOCCOCCOCCNc1nc(N2CCN(C(=O)[C@H]([C@@H](C)CC)n3cc(CCCCN)nn3)CC2)nc(N2CCN(C(=O)[C@H](C)n3cc(CCC(=O)O)nn3)CC2)n1,4,7,-0.4,-13,-5,-10,-4,16,-5,10
O=C1c2ccccc2C(=O)N1CCCCN(C(=O)c1cc2ccccc2oc1=O)c1ccc(F)cc1F,-6,-3,0.3,-2,13,4,7,3,-1,-4
CCCCn1c(N)c(N(CCOC)C(=O)C2CCN(C(=O)c3ccc(F)cc3)CC2)c(=O)[nH]c1=O,0,-6,3.4,6,0,2,-19,x,x,-3
Cc1ccc(S(=O)(=O)N2CCN(C(=O)CN(Cc3ccco3)Cc3cccs3)CC2)cc1,5,x,0.0,-4,3,-1,-3,x,x,3
Cc1cc(=O)[nH]c(SCC(=O)Nc2ncc(S(=O)(=O)c3ccc([N+](=O)[O-])cc3)s2)n1,-6,-4,-0.6,-1,13,-4,1,28,-3,-14
COc1ccc(C(=O)Nc2ccnn2C2CCN(C(=O)C3CCOC3)CC2)cc1 (centres undefined),4,1,1.2,-2,-2,2,-9,40,4,4
CCOc1ccc(NS(=O)(=O)c2ccc(C(=O)N3CCCC3)cc2)cc1,0,10,0.0,-5,-3,0,3,x,x,4
O=C(Cn1cnc2scc(-c3ccccc3)c2c1=O)N1CCOCC1,-1,2,-1.8,-7,-7,-3,3,-3,-2,0
O=Cc1cn(-c2ccccc2)nc1-c1cc2ccccc2oc1=O,2,-2,-0.1,-6,-7,4,-17,15,0,-18
COc1ccccc1C(=O)NC(=O)CSc1nncn1C(C)C,1,2,0.8,-4,5,3,-3,x,x,-2
Cc1cc(OCc2nc(-c3cccnc3)no2)c(C)cc1Br,4,-2,-0.4,-2,-9,1,-28,6,-1,-21
CC(C)(C)c1ccc(OCC(O)CN2CCOCC2)cc1 (centres undefined),6,7,x,x,-8,x,-4,x,x,0
CCc1c(C(C)=O)oc2ccc3c(C)cc(=O)oc3c12,8,2,0.2,-5,-2,1,-7,-8,-1,-1
CCN(CC)P(=O)(c1nccn1C)N(CC)CC,-2,0,0.0,0,-5,-8,-7,-6,-3,4
N#CC(C(O)c1ccccc1)N1CCOCC1 (centres undefined),-5,x,0.3,3,1,7,x,x,x,2

# Following part
SMILES,PrPC surface inh,Rv3671c protease,BoNT A protease,Anthrax LF inh2,CCHF vOTU inh,BoNT F protease,PriA SSB inh,VHR inh abs,3CLpro inhibitor,MazEF act
CCCNC(=O)c1cc(-c2ccc3c(c2)OCO3)on1,4,6,0.3,12,3,0,-3,-22,4,-17
CCC[n+]1c2ccccc2cc2ccccc21,-17,-1,1.8,4,-34,u,-19,26,-1,-10
CSCCC(N=C(NS(=O)(=O)c1ccccc1)c1ccccc1)C(=O)O (centres undefined),-7,0,x,x,3,x,-1,13,0,6
CCOc1ccc(NC(=O)CN2CCc3cc4c(cc3C2)OCCCO4)cc1OCC,-2,5,-0.5,0,3,u,3,23,0,19
Cc1ccc(C)c(NC(=O)CCN2CCN(c3ccccc3F)CC2)c1,13,2,-2.6,-3,25,11,-1,x,1,3
Cc1cc(OCC(=O)O)c2cccc(C)c2n1,0,3,0.3,-1,-20,-3,-22,23,-2,8
COc1nnc(-c2ccccc2)s1,-3,-4,0.9,10,6,6,-12,5,-1,12
O=C(O)c1ccc(NC(=O)c2cccc(C(=O)Nc3ccc(C(=O)O)cc3)c2)cc1,-2,5,-0.9,3,0,-4,-5,-25,3,-4
CN1CCN(S(=O)(=O)c2cccc(C(=O)Nc3sc4c(c3-c3nc5ccccc5[nH]3)CCCC4)c2)CC1,2,6,-0.8,-1,8,-20,-3,-2,-1,-9
COc1cc(NC(=S)N2CCC(C(N)=O)CC2)c(OC)cc1Cl,1,5,-0.6,0,3,-2,-1,10,4,-5
Cc1[nH]nc2c1C(c1ccc(O)cc1)C1=C(CC(C)(C)CC1=O)N2 (centres undefined),0,2,-1.0,-12,-12,4,3,6,-3,-18
Cc1nn(-c2ccccc2)c(N2CCCC2)c1/C=N/NC(=S)Nc1ccc(F)cc1,11,-10,-0.8,-3,-2,-5,x,x,x,2
Cc1ccc(C(=O)CC(C(=O)O)n2ccc(C)n2)cc1 (centres undefined),13,1,0.3,-3,2,2,-10,3,8,-1
COc1ccc(C)cc1NS(=O)(=O)c1ccc2c(c1)CCN2C(C)=O,14,6,-5.2,-6,12,-30,-2,13,-1,11
Cc1ccc(Cl)cc1NC(=O)C1CCCN(c2cnccn2)C1 (centres undefined),6,-1,-0.7,-2,2,-2,-10,-14,0,0
CCCCn1c(O)c(C(CC)=NCCN2CCOCC2)c(=O)[nH]c1=O,1,-9,-1.2,-6,-16,-2,-4,-10,-1,1
COc1ccc(S(=O)(=O)Nc2ccccc2C)cc1,7,2,-0.3,3,-1,4,-2,11,6,0
Cc1ccc(NCCCCO)cc1C,0,-3,0.2,-11,8,3,-6,38,1,6
COc1ccc(C2CCCN2C(=S)Nc2c(C)cccc2C)cc1OC (centres undefined),0,-4,-0.7,2,20,-3,5,7,5,4
O=C(Nc1ccc(Cl)c(Cl)c1)Nc1cc(S(=O)(=O)N2CCOCC2)ccc1N1CCCC1,-2,-69,-0.9,2,12,2,5,3,5,2
COc1ccc(-c2[nH]ncc2CN(C)CCCN2CCOCC2)cc1F,-4,4,-0.3,-6,0,2,-7,-10,-1,-14
CCc1cc(Br)ccc1NC(=O)C1CCCO1 (centres undefined),0,1,-0.1,2,-1,-6,-3,-17,-4,4
COc1cc(/C=C/C(=O)Oc2coc(CSc3ncccn3)cc2=O)cc(OC)c1OC,1,14,-1.5,-1,-2,0,4&-1,29,2,-2
CC1CCCCN1C(=O)CCS(=O)(=O)c1cccc2nonc12 (centres undefined),-40,-4,0.4,-2,-8,-1,17,19,-3,8
Cc1ccc(C)c(C(C)NC(=O)C2CC=CCC2C(=O)O)c1 (centres undefined),-7,2,0.7,-7,-1,-4,0,x,x,5
# New compounds follow
SMILES,PrPC surface inh,Rv3671c protease,BoNT A protease,Anthrax LF inh2,CCHF vOTU inh,BoNT F protease,PriA SSB inh,VHR inh abs,3CLpro inhibitor,MazEF act
COc1ccc(OC)c(N=Cc2c(O)n(Cc3ccccc3)c(=S)[nH]c2=O)c1,7,5,-0.2,13,-10,-3,5,16,2,-209
O=S1(=O)CCC(NC(=S)N2CCOCC2)C1 (centres undefined),-1,-9,-1.2,-1,-3,-10,-17,0,6,3
Nc1nc(N2CCN(c3ccc(Cl)cc3)CC2)n[nH]1,4,-4,-0.6,4,-2,3,10,22,1,6
COCCn1c(=S)[nH]c2cc(C(=O)NC3CCCC(C)C3C)ccc2c1=O (centres undefined),-9,x,-0.1,-6,-10,8,x,x,x,-2
CN(C)S(=O)(=O)c1cccc(C(=O)NC2CCSc3ccccc32)c1 (centres undefined),5,-2,-2.2,-2,6,-5,3,-16,-3,4
C/C(=N\NC(=O)Cc1ccc(F)cc1)c1ccc(F)cc1,x,-1,0.6,-1,x,-2,x,5,-4,1
CCCCCCCN1C2=NCCN2c2ccccc21,-3,5,0.7,-1,9,2,-5,-7,-1,9
CCOc1ccc(S(=O)(=O)n2nnc3ccccc32)cc1C,x,-2,x,x,x,x,-1,-10,-2,7

# From PubChem
